NS5 inhibitors = Dengue-2 NS5 methyltransferase inhibitors, primary screen, biochemical, confirmation dose response (AID 588689) | hit rate 0.3% among 340,000 | Dengue-2 NS5 methyltransferase capping enzyme assay, biochemical; higher % means a stronger effect | one-dose inhibition, % at 25 µM; IC50 in µM for titrated hits; in the data active = a potency from the dose series; inconclusive = inhibition above about 29% without an active follow-up result
K1F lysis inhibition = protection from phage-mediated lysis, alamar blue read-out – E. coli UTI89, K1F phage, bacterial capsule biogenesis inhibitors (AID 488966); E. coli UTI89 K1F phage lysis, alamar blue, 2 h; higher % means a stronger effect; inhibition, % at 100 µM; hits with a dose series show IC50 in µM; hit rate 0.02% among 340,000;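 active = phage lysis inhibition, versus mean bacterial control, above a set limit; inconclusive = no clear call, values can overlap the other calls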;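 note: capsule biogenesis inhibitors block K1F phage lysis so surviving cells raise fluorescence; higher fluorescence means more inhibition of phage lysis; actives were called in the ten point dose series up to 300 µM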
NTR1 agonist = agonists of NTR1, primary screen, imaging, U2OS cells, beta-arrestin-GFP, high content (AID 493036) | NTR1-U2OS beta-arrestin-GFP spot imaging, agonist mode | hit rate 0.17% among 330,000 | P30989 | activation, % at 20 µM;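 active = activation at or above 40% of the spot to cytoplasm intensity ratio, with at least 20 cells analyzed; inconclusive = wells under 20 cells, flagged as cytotoxic or low count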;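 note: 0% = DMSO without peptide and 100% = 100 nM NTR1 peptide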
Target sequence (P30989 whole entry, looked up): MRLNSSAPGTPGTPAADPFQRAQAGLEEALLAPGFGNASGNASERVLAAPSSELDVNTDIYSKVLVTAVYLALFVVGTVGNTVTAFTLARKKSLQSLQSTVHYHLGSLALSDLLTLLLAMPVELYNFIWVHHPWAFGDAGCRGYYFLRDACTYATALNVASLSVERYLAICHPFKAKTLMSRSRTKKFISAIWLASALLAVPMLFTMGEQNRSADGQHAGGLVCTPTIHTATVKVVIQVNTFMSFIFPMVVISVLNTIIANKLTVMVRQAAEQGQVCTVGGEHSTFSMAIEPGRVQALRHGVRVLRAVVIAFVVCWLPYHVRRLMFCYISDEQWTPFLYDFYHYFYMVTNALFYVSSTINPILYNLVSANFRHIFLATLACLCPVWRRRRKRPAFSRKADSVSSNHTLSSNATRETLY
AID2073 = inhibitors of Mint1-CaV2.2 protein interaction, biochemical, HTRF (AID 2073) | HTRF protein-protein interaction, Mint1-CaV2.2; higher % means a stronger effect | one-dose inhibition, % at 20 µM; IC50 in µM for titrated hits | hit rate 0.19% among 290,000; in the data active = inhibition mostly above about 51%, no sharp cut-off; inconclusive = no clear call, values can overlap the other calls; inactive = mostly below about 53%; note: some results filed as inactive read as strong as hits
LYP phosphatase = inhibitors of LYP phosphatase, biochemical, fluorescence intensity, uHTS (AID 1779); one-dose inhibition, % at 11.5 µM; IC50 in µM for titrated hits; recombinant LYP phosphatase, fluorescence intensity; higher % means a stronger effect; hit rate 0.054% among 290,000; in the data active = inhibition above about 50%;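 note: plate controls were vehicle with enzyme for no effect and no enzyme for full effect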
GPR35 antagonists = GPR35 antagonists blocking zaprinast-driven arrestin recruitment, primary screen, imaging, U2OS, beta-arrestin-GFP, zaprinast agonist (AID 2058); U2OS GPR35 beta-arrestin-GFP translocation imaging, zaprinast antagonism; higher % means a stronger effect; hit rate 0.052% among 290,000; inhibition, % at 10 µM, or IC50 in µM where a hit was titrated;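 active = inhibition of at least 50% with at least 30 cells and total cytoplasm GFP at most 10,000,000; inconclusive = under 30 cells or total GFP of 10,000,000 plus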
Autophagy HCS = modulators of autophagy. MEF GFP-LC3 puncta imaging; test concentration mostly 10 µM. calls only at 10 µM (by protocol). hit rate 0.98% among 190,000. AID 463193;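 active = percentage of spot-positive cells more than 3 SD above its plate mean, without a fluorescence outlier flag or 80% toxicity; inconclusive = no clear call, values can overlap the other calls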;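 note: spot-positive cell cutoff set from DMSO-treated cells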
RSV CPE inhibition = RSV antiviral activity via CPE protection, HEp-2 cells, primary 10 µM value included (AID 2391); HEp-2 cells, RSV-induced CPE inhibition; higher % means a stronger effect; CPE inhibition, % at 10 µM; hits with a dose series show IC50 in µM; hit rate 0.13% among 310,000; in the data active = a potency from the dose series; inconclusive = CPE inhibition mostly from about 23% at the one dose, without a potency; inactive = the rest, 99 in 100 with CPE inhibition below about 21%; note: strong numbers were not always called active
WT yeast gro inh = growth inhibition of WT yeast, mitochondrial fusion screen. mitochondrial fusion phenotypic screen, WT strain. inhibition, % at 10 µM. hit rate 2.1% among 190,000; in the data active = inhibition above about 58%; tested in S. cerevisiae
WT yeast gro inh mutant strain = second read-out of WT yeast gro inh, no call of its own (marks repeat the call); inhibition, %; mitochondrial fusion phenotypic screen, mutant strain inhibition
Autophagy HCS cell loss 18 h = second read-out of Autophagy HCS, no call of its own (marks repeat the call); toxicity, %; measured here: cell loss, nuclei count;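 cell loss after 18 h compound exposure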
NTR1 agonist cell count 20 µM = also measured in NTR1 agonist; calls as there; cell count; measured here: cell count, cytotoxicity flag
NS5 inhibitors pilot replicate = recorded beside NS5 inhibitors, whose call it bears; inhibition, %; measured here: pilot screen replicate inhibition
Starred values were filed as active, the others as inactive; [ ] = another dose, or the depositor's remark.

`O=C(C1CCCN(S(=O)(=O)c2ccc(Br)s2)C1)N1CCCCCC1` (centres undefined) gave NS5 inhibitors 0.7%, K1F lysis inhibition 0.1%, NTR1 agonist 0.4, AID2073 -7.4%, LYP phosphatase 4.8%, GPR35 antagonists -9.7%, Autophagy HCS inactive, RSV CPE inhibition 14.5%, WT yeast gro inh -0.5, WT yeast gro inh mutant strain 27.0, Autophagy HCS cell loss 18 h -7.8 and NTR1 agonist cell count 20 µM 65.
For O=C(Nc1ccc(N2CCOCC2)cc1N1CCOCC1)c1ccc([N+](=O)[O-])cc1Cl the results were NS5 inhibitors -0.7%, K1F lysis inhibition 0.1%[50 µM], NTR1 agonist -0.6, AID2073 17.8%, LYP phosphatase -10.1%, GPR35 antagonists -9.7%, RSV CPE inhibition -0.4% and NTR1 agonist cell count 20 µM 62.
For O=C(O)CC(NC(=O)CCc1ccccc1)c1ccc(Cl)cc1 (centres undefined) the results were NS5 inhibitors 0.7%, K1F lysis inhibition -0.2%, NTR1 agonist 0.2, AID2073 -0.6%, LYP phosphatase -3.8%, GPR35 antagonists -5.4%, RSV CPE inhibition 1.6% and NTR1 agonist cell count 20 µM 73.
Screening CC(C)(C)OC(=O)NCCC(=O)N/N=C/c1cccc2cccnc12 returned NS5 inhibitors -6.9%, K1F lysis inhibition -1.3%, NTR1 agonist -0.4, AID2073 -21.1%, LYP phosphatase -4.2%, GPR35 antagonists 5.0%, RSV CPE inhibition 1.2% and NTR1 agonist cell count 20 µM 61.
For O=[N+]([O-])c1cc(S(=O)(=O)N2CCCC2)ccc1OCCOc1ccccc1 the results were NS5 inhibitors 3.6%, K1F lysis inhibition 0.3%[50 µM], NTR1 agonist -2.5, RSV CPE inhibition -1.0% and NTR1 agonist cell count 20 µM 55.
For Cc1sc2nc(SCC(=O)NCc3cccs3)[nH]c(=O)c2c1C the results were NS5 inhibitors 4.0%, K1F lysis inhibition -1.3%, NTR1 agonist 0.3, AID2073 2.9%, LYP phosphatase -3.1%, GPR35 antagonists 23.1%, Autophagy HCS inactive, RSV CPE inhibition 4.4%, WT yeast gro inh 24.6, WT yeast gro inh mutant strain 11.2, Autophagy HCS cell loss 18 h 10.3 and NTR1 agonist cell count 20 µM 89.
COc1ccccc1C(=O)NNC1=NS(=O)(=O)c2ccccc21 was read as NS5 inhibitors -3.4%, K1F lysis inhibition 0.4%, NTR1 agonist 0.1, AID2073 6.3%, LYP phosphatase -6.3%, GPR35 antagonists 9.3%, RSV CPE inhibition 0.9% and NTR1 agonist cell count 20 µM 68.
O=C(CCC1CCCCC1)NCCS(=O)(=O)N1CCN(c2ccccc2)CC1 was read as NS5 inhibitors -2.9%, K1F lysis inhibition 0.1%[50 µM], NTR1 agonist 1.1, RSV CPE inhibition 0.0% and NTR1 agonist cell count 20 µM 54.
O=C(Cc1ccccc1)Nc1cccc(N2CCCC2)c1 was read as NS5 inhibitors -10.3%, K1F lysis inhibition 1.7%, NTR1 agonist -0.1, AID2073 -11.2%, LYP phosphatase -3.8%, GPR35 antagonists 14.7%, Autophagy HCS inactive, RSV CPE inhibition -1.2%, WT yeast gro inh 1.8, WT yeast gro inh mutant strain -12.8, Autophagy HCS cell loss 18 h -2.7 and NTR1 agonist cell count 20 µM 73.
For CSCCC(NS(=O)(=O)c1ccc(C)cc1)C(=O)NCCc1c[nH]c2ccccc12 (centres undefined) the results were NS5 inhibitors -5.8%, K1F lysis inhibition 0.5%[50 µM], NTR1 agonist -0.3, AID2073 5.0%, LYP phosphatase -6.4%, GPR35 antagonists 4.4%, RSV CPE inhibition 0.5% and NTR1 agonist cell count 20 µM 48.
NC(=O)c1c(NC(=O)c2cccs2)sc2c1CCCCCC2 was read as NS5 inhibitors -3.5%, K1F lysis inhibition 1.9%, NTR1 agonist 10.2, AID2073 16.8%, LYP phosphatase 5.1%, GPR35 antagonists -18.9%, Autophagy HCS inactive, RSV CPE inhibition inconclusive, WT yeast gro inh 22.9, WT yeast gro inh mutant strain 35.6, Autophagy HCS cell loss 18 h 4.4 and NTR1 agonist cell count 20 µM 41.
O=C(COC(=O)/C=C/c1cccc(C(F)(F)F)c1)NC1CCCCCC1 was read as NS5 inhibitors 3.4%, K1F lysis inhibition 0.3%[50 µM], NTR1 agonist -1.1, RSV CPE inhibition -0.5% and NTR1 agonist cell count 20 µM 61.
Screening CCC1C(=O)N=C(SCC(=O)Nc2nc3ccccc3s2)NC1=O (centres undefined) returned NS5 inhibitors -0.7%, K1F lysis inhibition -1.1%, NTR1 agonist -0.8, AID2073 -8.1%, LYP phosphatase -4.8%, GPR35 antagonists -1.0%, Autophagy HCS inactive, RSV CPE inhibition -0.7%, WT yeast gro inh -6.5, WT yeast gro inh mutant strain 6.3, Autophagy HCS cell loss 18 h 18.1 and NTR1 agonist cell count 20 µM 42.
Screening COc1ccc(C2Nc3ccccc3C(=O)N2c2ccccc2)cc1COc1ccccn1 (centres undefined) returned NS5 inhibitors -1.4%, K1F lysis inhibition 5.6%, NTR1 agonist 2.3, AID2073 13.7%, LYP phosphatase -12.7%, GPR35 antagonists 9.1%, Autophagy HCS inactive, RSV CPE inhibition 0.7%, WT yeast gro inh -17.6, WT yeast gro inh mutant strain -10.2, Autophagy HCS cell loss 18 h 0.2 and NTR1 agonist cell count 20 µM 49.
For COc1ccccc1N1C(=O)C(Cl)=C(N2CCCC2)C1=O the results were NS5 inhibitors -2.0%, K1F lysis inhibition -0.1%, NTR1 agonist -0.1, AID2073 -6.9%, LYP phosphatase -12.9%, GPR35 antagonists -1.1%, RSV CPE inhibition 0.3%, NTR1 agonist cell count 20 µM 51 and NS5 inhibitors pilot replicate 0.3.
Screening C/C(=N/NC(=O)Cc1c(C)[nH][nH]c1=O)c1ccc(O)cc1 returned NS5 inhibitors -2.9%, K1F lysis inhibition -2.7%, NTR1 agonist 1.1, AID2073 -0.4%, LYP phosphatase 2.3%, GPR35 antagonists 5.2%, Autophagy HCS inactive, RSV CPE inhibition 2.0%, WT yeast gro inh 12.9, WT yeast gro inh mutant strain 9.2, Autophagy HCS cell loss 18 h 25.1 and NTR1 agonist cell count 20 µM 31.
COc1cc(SC)ccc1C(=O)NCCOc1ccc(F)cc1 was read as NS5 inhibitors 2.2%, K1F lysis inhibition 2.7%, NTR1 agonist 0.9, AID2073 7.3%, LYP phosphatase -5.5%, GPR35 antagonists -4.3%, Autophagy HCS inactive, RSV CPE inhibition inconclusive, WT yeast gro inh 16.4, WT yeast gro inh mutant strain 39.0, Autophagy HCS cell loss 18 h 11.9 and NTR1 agonist cell count 20 µM 61.
O=C(NCC1CCOCC1)c1cc(COc2cccc(C(F)(F)F)c2)on1 was read as NS5 inhibitors -0.9%, K1F lysis inhibition 1.1%, NTR1 agonist 1.1, AID2073 -0.8%, LYP phosphatase -2.1%, GPR35 antagonists -15.2%, RSV CPE inhibition inconclusive and NTR1 agonist cell count 20 µM 55.
For O=C(CCc1ccccc1)NNC(=O)c1ccc(NC(=O)c2ccccc2)cc1 the results were NS5 inhibitors -1.8%, K1F lysis inhibition 3.6%, NTR1 agonist 0.8, AID2073 45.4%, LYP phosphatase 4.2%, Autophagy HCS inactive, RSV CPE inhibition 0.4%, WT yeast gro inh 7.5, WT yeast gro inh mutant strain 1.3, Autophagy HCS cell loss 18 h 9.4 and NTR1 agonist cell count 20 µM 90.
`CC1CCCC(NC(=O)COC(=O)Cc2ccsc2)C1C` (centres undefined) gave NS5 inhibitors -2.4%, K1F lysis inhibition 0.6%, NTR1 agonist -3.2, AID2073 4.0%, LYP phosphatase -6.6%, GPR35 antagonists -4.2%, Autophagy HCS inactive, RSV CPE inhibition 2.6%, WT yeast gro inh 10.4, WT yeast gro inh mutant strain 21.3, Autophagy HCS cell loss 18 h -6.7 and NTR1 agonist cell count 20 µM 68.

The final two compounds of the section above open the next one.
For O=C(CCc1ccccc1)NNC(=O)c1ccc(NC(=O)c2ccccc2)cc1 the results were NS5 inhibitors -1.8%, K1F lysis inhibition 3.6%, NTR1 agonist 0.8, AID2073 45.4%, LYP phosphatase 4.2%, Autophagy HCS inactive, RSV CPE inhibition 0.4%, WT yeast gro inh 7.5, WT yeast gro inh mutant strain 1.3, Autophagy HCS cell loss 18 h 9.4 and NTR1 agonist cell count 20 µM 90.
`CC1CCCC(NC(=O)COC(=O)Cc2ccsc2)C1C` (centres undefined) gave NS5 inhibitors -2.4%, K1F lysis inhibition 0.6%, NTR1 agonist -3.2, AID2073 4.0%, LYP phosphatase -6.6%, GPR35 antagonists -4.2%, Autophagy HCS inactive, RSV CPE inhibition 2.6%, WT yeast gro inh 10.4, WT yeast gro inh mutant strain 21.3, Autophagy HCS cell loss 18 h -6.7 and NTR1 agonist cell count 20 µM 68.
For CC(C)CC(=O)Nc1cc2c3c(c1)C(C)C(=O)N3CCC2 (centres undefined) the results were NS5 inhibitors -1.8%, K1F lysis inhibition 4.1%, NTR1 agonist 0.1, AID2073 -2.6%, LYP phosphatase -7.3%, GPR35 antagonists 9.5%, RSV CPE inhibition 1.2% and NTR1 agonist cell count 20 µM 71.
`CCOc1ccc(N(CC(=O)NCCC2=CCCCC2)S(=O)(=O)c2ccccc2)cc1` gave NS5 inhibitors 2.2%, K1F lysis inhibition 1.2%, NTR1 agonist 5.9, AID2073 -2.3%, LYP phosphatase 3.7%, GPR35 antagonists -13.2%, Autophagy HCS inactive, RSV CPE inhibition -0.7%, WT yeast gro inh 14.4, WT yeast gro inh mutant strain 0.1, Autophagy HCS cell loss 18 h -29.3 and NTR1 agonist cell count 20 µM 52.
`COc1cccc(CNS(=O)(=O)c2cc3c(cc2C)n(C)c(=O)c(=O)n3C)c1` gave NS5 inhibitors -1.4%, K1F lysis inhibition 3.5%, NTR1 agonist 0.7, AID2073 3.6%, LYP phosphatase 1.3%, GPR35 antagonists 7.6%, RSV CPE inhibition 0.3% and NTR1 agonist cell count 20 µM 63.
`Cc1cc2[nH]c(=O)c(=O)[nH]c2cc1S(=O)(=O)NCc1ccc(Cl)cc1` gave NS5 inhibitors -2.9%, K1F lysis inhibition 2.5%, NTR1 agonist -1.9, AID2073 15.1%, LYP phosphatase -8.6%, GPR35 antagonists -7.4%, RSV CPE inhibition -0.1% and NTR1 agonist cell count 20 µM 53.
For Cc1ccc(C)c(Cn2nnc3c(=O)[nH]c(C4CCN(C(=O)c5cccs5)CC4)nc32)c1 the results were NS5 inhibitors 0.0%, K1F lysis inhibition 7.2%, NTR1 agonist 1.4, AID2073 -5.6%, LYP phosphatase 0.8%, GPR35 antagonists 6.8%, Autophagy HCS inactive, RSV CPE inhibition 5.8%, WT yeast gro inh -9.1, WT yeast gro inh mutant strain -7.5, Autophagy HCS cell loss 18 h -5.2 and NTR1 agonist cell count 20 µM 49.

Screens: PubChem BioAssay, several laboratories
